Screens from PubChem BioAssay.
p53ts 32C tox: cytotoxicity in p53ts cells at permissive temperature; actives 0.93% (n = 130,000); Potency, µM (top dose mostly 46.1 µM), for the others: at the highest dose activity change, negative = cytotoxicity, actives largely listed as cytotoxic; H1299-p53A138V at 32C, ATP luminescence viability, 24 h;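 also: 0% = DMSO and -100% = full killing by reference compound; nearly all actives have a fitted effect of over 55% in size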
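H1299-p53 A138V cells (temperature-sensitive p53) exposed 24 h to up to 46 uM compound at 32C, where p53 is wild-type in conformation. Viability read as ATP luminescence and normalised to DMSO and 100 uM tamoxifen. AC50 fitted with the Hill equation.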
p53ts 39C tox: cytotoxicity in p53ts cells at nonpermissive temperature. H1299-p53A138V viability at 39C, ATP luminescence, 24 h. Potency, µM (doses to about 46.1 µM), inactives show top-dose activity change, negative = cell killing, hits mostly cytotoxic. actives 1.5% (n = 130,000); also: nearly all actives have a fitted effect of over 55% in size
IkB signaling: suppresses IkB signaling in ABC-DLBCL reporter cells. actives 0.04% (n = 110,000). Potency, µM (series often up to 57.1 µM), inactives show top-dose IkBa stabilization activation. ABC-DLBCL IkBa-CBG/CBR dual luciferase ratio, 4 h; response scale: scaled: untreated 0%, proteasome inhibitor 100%; active = well fitted curve in the direction sought with a large enough effect in the signal ratio, not every such curve was filed as active; inconclusive = small, poorly fitted or top-dose-only effect, or a change in a side signal; the % refers to the signal ratio;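 also: the direction sought is a rising ratio; 0% = basal untreated cells and 100% = reference inhibitor full response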
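Curves were fitted separately to fusion (green), unfused (red) and ratio luminescence, then classed by r2, magnitude and activity. Cells: OCI-Ly3, 4 h compound plus doxycycline at 37C; 10 uM MG-132 defined full response.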
Peg3 imprint: inducers of genomic imprint erasure in mouse ES cells. mouse ES Peg3-LacZ reporter, beta-gal luminescence, 40 h. Potency, µM (titrated, usually from 60.7 µM), for the others: top-dose activity change, positive = activation, hits mostly activators. actives 0.02% (n = 110,000);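 also: 0% = negative control wells on the plate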
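Each well holds 300 Peg3LacZ-Neo (maternal) female ES cells incubated 40 h at 37C, 5% CO2. LacZ is measured by BetaGlo luminescence, with AC50 and maximum efficacy derived from dose-response curves.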
An asterisk follows results filed as active; ? = inconclusive; . = not tested or not shown; [ ] = dose if it differs, or a comment. Unless noted, calls follow the shape of the dose curve; as a rule, active = well fitted curve in the direction sought with a large enough effect; inconclusive = small, poorly fitted or top-dose-only effect, or another doubt; inactive = no such curve, though single readings can be large; an effect the other way counts as inactive or inconclusive. Unless noted, % is scaled to controls: 0 for no effect and ±100 for the full control effect; potency is read from the fitted curve at half-maximal effect.

Structure	Peg3 imprint	p53ts 39C tox	IkB signaling	p53ts 32C tox
c1ccc(-c2nnc3sc(-c4csc5c4CCCC5)nn23)cc1	6.1%	?	8.6%	-13.5%
O=S(=O)(c1ccc(N2CCOCC2)cc1)N1CCOCC1	-11.0%	-4.1%	1.1%	6.4%
Cc1cccc2nc(-c3ccccn3)c(Nc3ccc(F)cc3)n12	-8.5%[10.9 µM]	-19.2%	?	-27.4%
COc1cccc2cc(C(=O)N3CCN(C45CC6CC(CC(C6)C4)C5)CC3)c(=O)oc12	-12.3%	-5.5%	8.7%	-4.4%
COc1ccccc1OCCSc1nc(-c2ccc(C(C)(C)C)cc2)nc2cc(=O)[nH]n12	-2.9%[10.9 µM]	56.1%[activator]	?	35.9%[activator]
O=C1CC(c2ccccc2)CC(O)=C1C=NCCCO (stereo not drawn)	3.6%	2.1%	10.0%	22.0%
COc1cc(C2Nc3ccc4ncccc4c3C3=C2C(=O)CCC3)ccc1O (stereo not drawn)	-14.6%	-3.4%	?	-5.9%
CCCn1c(=O)c2ccccc2n2c(SCC(=O)c3ccccc3)nnc12	-6.5%	0.2%	-0.5%	0.4%
O=C(NCCNC(=O)c1cccs1)c1ccco1	.	-0.5%	1.6%	-3.1%
CCC(C)N1C(=O)C2C(C(=O)Nc3cccc(OC)c3)C3C=CC2(O3)C1C(=O)NC1CCCCC1C (stereo not drawn)	-8.7%	11.8%	0.0%	1.1%
COc1ccccc1NC(=O)CSc1nc2n[nH]c(C)c2c(=N)n1-c1ccccc1Cl	.	-7.1%	.	3.2%
CC(=O)N1CCCc2cc(S(=O)(=O)NC(C(=O)NC(C)c3ccccc3)C(C)C)ccc21 (stereo not drawn)	-1.2%	-4.9%	-1.7%	-2.9%
O=C(Oc1ccc(-c2nc(-c3ccccn3)no2)cc1)c1ccccc1	-93.5%[inhibitor]	?	8.0%	?
Nc1nc(-c2cccs2)c(NC(=O)c2ccccc2)s1	-2.6%	-6.0%	?	-4.8%
Cc1ccc2oc3c(c(=O)c2c1)C(c1cccc(Br)c1)N(Cc1ccco1)C3=O (stereo not drawn)	1.8%	4.4%	3.6%	0.3%
O=C(/C=C/c1ccco1)NC(=S)Nc1ccc(O)c(-c2nc3ccccc3s2)c1	.	-12.5%	.	-7.4%
COC(=O)c1cc2oc(C)cc2n1CC(=O)Nc1ccc(OC)c(OC)c1	29.6%[10.9 µM]	-8.3%	-0.2%	14.9%
COc1ccc(N(Cc2ccccc2)C(=O)c2nc(S(C)(=O)=O)ncc2Cl)cc1	-37.6%[inhibitor][10.9 µM]	3.98µM*	?	7.94µM*
CCOCCCNC(=O)C1CCCN(Cc2nc(-c3ccc(CC)cc3)oc2C)C1 (stereo not drawn)	-12.5%[10.9 µM]	-22.9%	?	-6.9%
CCc1ccc(-n2c(=O)c3c4c(sc3n(CC(=O)NC(C)CC)c2=O)CCCC4)cc1 (stereo not drawn)	-4.5%[10.9 µM]	-15.5%	4.9%	8.1%
COc1cccc(-c2ccc3ncnc(NCc4cnc(C)cn4)c3c2)c1	?	-2.1%	3.6%[11.4 µM]	9.4%
O=C(CCCCCn1c(=O)c2sccc2n(CC(=O)Nc2ccccc2F)c1=O)NCc1ccc2c(c1)OCO2	21.8%[10.9 µM]	11.3%	?	6.0%
CCN(CC)C(=O)Cn1cc(SCC(=O)Nc2ccccc2C)c2ccccc21	-1.8%[10.9 µM]	7.7%	?	2.7%
O=C(NCCCN1CCN(c2ccccc2)CC1)Nc1ccccc1C(F)(F)F	-11.8%	-6.4%	1.9%	5.9%
CCCN(CCC)S(=O)(=O)c1ccc(N2CCCCS2(=O)=O)cc1	-13.7%[10.9 µM]	-0.9%	1.5%	-6.3%
Cc1c(C(=O)Nc2ccc(F)c(F)c2)oc2ccc(S(=O)(=O)N3CCC4(CC3)OCCO4)cc12	-24.1%[10.9 µM]	-18.8%	?	4.9%
CCOc1ccc(CNC(=O)CCC(=O)N2CCSc3ccccc32)cc1	-9.4%[10.9 µM]	-2.0%	?	5.8%
Cc1cccc(N2CCN(C(=O)C3CCCN(S(=O)(=O)c4ccc5c(c4)oc(=O)n5C)C3)CC2)c1C (stereo not drawn)	-19.7%[10.9 µM]	-2.6%	?	2.5%
CCCOc1ccc(-c2nnn(CC(=O)Nc3cccc(C(=O)OC)c3)n2)cc1	-25.8%	-24.6%	0.4%	-20.8%
CCCn1c(=O)c2ccccc2n2c(SCc3nc4ccccc4s3)nnc12	7.6%	-5.9%	?	-3.0%
Cc1cc(NC(=O)Nc2nnc(N3CCCCCC3)s2)ccc1Br	-5.4%[10.9 µM]	0.8%	-0.9%	8.9%
CCOC(=O)Cc1nn(C)c(=O)c2ccccc12	-6.1%	-5.3%	-0.2%	-4.4%
CSc1ccc(S(=O)(=O)Nc2ccc(NC(C)=O)cc2)cc1	-15.5%	-3.3%	6.0%	-5.3%
CCOc1ccc(CCNC(=O)c2cc3c(=O)[nH]c4ccc(C)cc4c3s2)cc1OCC	-15.8%[10.9 µM]	-23.6%	?	-2.8%
COc1cccc(N2CCN(C(=O)C3CCN(S(=O)(=O)c4cccc5nonc45)CC3)CC2)c1	-8.7%[10.9 µM]	-27.8%	?	-0.2%
CCOC(=O)c1ccccc1NC(=O)c1ccccc1NS(C)(=O)=O	-8.2%	-0.6%	-0.9%	5.0%
CCOc1ccc(N2CC(C(=O)Nc3ccc(F)cc3F)CC2=O)cc1 (stereo not drawn)	-1.6%	-8.7%	1.4%	-2.0%
Cc1cc(C(=O)CSc2nnc(-c3ccco3)o2)c(C)n1-c1ccc2c(c1)OCCO2	-7.2%	-12.6%	?	-2.0%
COC(=O)N/N=C/C1=C[N+](=O)c2ccccc2[N+]1=O	-6.8%	14.8%	.	3.1%
O=C(OC(C(=O)NCc1cccs1)c1ccccc1F)c1ccco1 (stereo not drawn)	.	5.7%	.	-7.2%
CCOc1ccc(C(=O)OC2CCN(C)CC2)cc1	.	1.5%	.	-7.0%
Cc1ccc(-n2nc(C(=O)N3CCCCC3)c(=O)n(C)c2=O)cc1	-5.2%[10.9 µM]	-4.2%	?	4.6%
COC(=O)c1ccc(NC(=O)Cc2ccccc2)cc1	-51.2%[inhibitor]	-21.7%	1.9%	-28.7%
COc1ccc(NC(=O)CCN2CCCCCC2)cc1	.	0.2%	.	-11.2%
O=S(=O)(NCCCCCCc1ccccc1)c1cccc2c(Cl)cccc12	-13.2%	-15.9%	0.4%	23.3%
CCN1C(=O)c2ccccc2S(=O)c2ccc(C(=O)N3CCN(C(=O)c4ccco4)CC3)cc21 (stereo not drawn)	-10.0%	6.6%	2.5%	-1.9%
Cc1ccc(N2CC(C)Cn3c2nc2c3c(=O)n(CC(=O)OCc3ccccc3)c(=O)n2C)cc1C (stereo not drawn)	-3.1%	-11.7%	3.9%	7.4%
CCc1ccc(NC(=O)c2cnn(-c3c(C)cccc3C)c2C2CCNCC2)cc1	9.7%[10.9 µM]	?	-3.2%	-13.3%
O=C(CN1C(=O)CC(c2ccccc2)Sc2ccccc21)Nc1cccc(Cl)c1 (stereo not drawn)	-7.4%[10.9 µM]	?	?	7.1%
O=C(Cn1nnc2ccccc2c1=O)NCCc1ccc(Cl)cc1Cl	.	0.8%	.	17.8%
OC(COc1ccc2ccccc2c1)CN1CCCC1 (stereo not drawn)	-16.1%	-6.1%	?	-3.6%
COc1cc2c(=O)n(CC3CCCO3)c(=O)n(CC(=O)Nc3cccc(Cl)c3)c2cc1OC (stereo not drawn)	-8.9%	1.6%	?	-5.6%
COCCNc1ncnc2ccc(-c3ccoc3)cc12	-9.8%	-0.9%	-3.4%[11.4 µM]	16.8%
COCCN1C(=O)c2oc3ccccc3c(=O)c2C1c1ccc(OC)c(OC)c1 (stereo not drawn)	-7.8%	4.3%	9.7%	0.7%
Cc1nc(N)sc1Cc1ccc2c(c1)OCO2	-5.9%	-2.0%	-0.1%	0.5%
COc1ccc(OC)c(NC(=O)C2CCCN(S(=O)(=O)c3ccc4[nH]c(=O)ccc4c3)C2)c1 (stereo not drawn)	18.7%[10.9 µM]	-3.9%	-0.5%	5.0%
Cc1c(Cl)cccc1NC(=O)c1ncn(-c2ccccc2)n1	-5.7%[10.9 µM]	3.0%	?	4.5%
CCOC(=O)C1CCN(S(=O)(=O)c2ccc3c(c2)NC(=O)C(C)C(=O)N3)CC1 (stereo not drawn)	28.5%[10.9 µM]	53.6%[activator]	0.3%	-0.6%
O=C(c1ccc(Br)o1)N1CCN(c2ccccc2F)CC1	8.4%	6.6%	0.6%	8.1%
Cc1cc(NC(=O)C(C)(C)C)no1	5.2%	2.5%	-0.1%	-0.6%

Random excerpt: seven compounds from above
Structure	Peg3 imprint	p53ts 39C tox	IkB signaling	p53ts 32C tox
COCCN1C(=O)c2oc3ccccc3c(=O)c2C1c1ccc(OC)c(OC)c1 (stereo not drawn)	-7.8%	4.3%	9.7%	0.7%
O=C(Cn1nnc2ccccc2c1=O)NCCc1ccc(Cl)cc1Cl	.	0.8%	.	17.8%
COc1cc2c(=O)n(CC3CCCO3)c(=O)n(CC(=O)Nc3cccc(Cl)c3)c2cc1OC (stereo not drawn)	-8.9%	1.6%	?	-5.6%
COc1ccc(OC)c(NC(=O)C2CCCN(S(=O)(=O)c3ccc4[nH]c(=O)ccc4c3)C2)c1 (stereo not drawn)	18.7%[10.9 µM]	-3.9%	-0.5%	5.0%
OC(COc1ccc2ccccc2c1)CN1CCCC1 (stereo not drawn)	-16.1%	-6.1%	?	-3.6%
CCOC(=O)C1CCN(S(=O)(=O)c2ccc3c(c2)NC(=O)C(C)C(=O)N3)CC1 (stereo not drawn)	28.5%[10.9 µM]	53.6%[activator]	0.3%	-0.6%
COCCNc1ncnc2ccc(-c3ccoc3)cc12	-9.8%	-0.9%	-3.4%[11.4 µM]	16.8%

Next records follow.
Structure	Peg3 imprint	p53ts 39C tox	IkB signaling	p53ts 32C tox
CCCN1CCN(c2nnc(-n3cccc3C(=O)Nc3ccccc3C(F)(F)F)s2)CC1	-2.9%[10.9 µM]	-5.4%	0.7%	10.6%
CCOC(=O)c1ccc(NC(=O)CN2CCc3ccccc3C2)cc1	-16.5%	-2.9%	0.5%	-11.9%
O=C(O)CCCNCc1ccccc1F	-2.6%	2.0%	-1.8%	-0.9%
Cc1nn(-c2ccc(F)cc2)c(-n2cccc2)c1C(=O)N1CCN(c2ccccc2)CC1	-3.3%[10.9 µM]	13.2%	0.4%	2.0%
Cc1cccc2c1-c1sc(C(=O)Nc3ccc(F)cc3F)cc1CO2	-13.6%[10.9 µM]	-28.1%	?	-5.7%
O=C(NCC(c1cccs1)S(=O)(=O)c1cccs1)c1ccc(F)c(F)c1 (stereo not drawn)	-6.9%[10.9 µM]	-15.4%	?	-8.1%
COC(=O)c1[nH]c2cc(OC)ccc2c1NC(=O)CN1CCOCC1	-7.1%	0.8%	-0.2%	-2.3%
CCc1ccccc1NC(=O)CSc1nccn1C	-15.8%[10.9 µM]	3.8%	-0.1%	-4.7%
CCC1=C2CC[C@H]3C(=O)N(CC)C(=O)[C@H]3[C@H]2[C@@]2(Cc3ccccc3)C(=O)N(Cc3ccccc3)C(=O)N2C1=O	-8.8%	4.6%	.	6.9%
Nc1c(C(=O)Nc2ccccc2Cl)nnn1Cc1cccc(Cl)c1	-18.1%[10.9 µM]	-11.3%	?	6.8%
Cc1noc(C)c1S(=O)(=O)N1CCC(C(=O)N(C)Cc2ccccc2)CC1	-17.4%	1.4%	1.4%	2.2%
CSc1oc(-c2ccco2)nc1S(=O)(=O)c1ccc(Br)cc1	-13.4%	0.1%	1.3%	6.7%
CC1(C)Cc2ccccc2-c2nnc(SCC(=O)N3CCN(c4ccccc4)CC3)n21	-13.1%	1.4%	?	-9.6%
